High-throughput results as filed in PubChem BioAssay.
All columns: NCI-60 one-dose screen, growth in % after 48 h at 10 µM unless noted; 100 = growth as untreated, 0 = no growth, -100 = all killed.
CCRF-CEM: CCRF-CEM leukemia; actives 7% (n = 77,000)
RPMI-8226: RPMI-8226 leukemia cells; AID 1794781; actives 7.5% (n = 77,000)
EKVX: EKVX NSCLC | actives 3% (n = 71,000)
A549/ATCC: A549/ATCC NSCLC. actives 3.7% (n = 81,000). AID 1794740
HOP-92: HOP-92 NSCLC cells. actives 6.3% (n = 71,000)
M14: M14 melanoma | actives 6.2% (n = 80,000)
UACC-62: UACC-62 melanoma; AID 1794756; actives 5.4% (n = 81,000)
HOP-62: HOP-62 NSCLC | actives 3.9% (n = 80,000)
Active calls of the source: *; . = not tested or not shown; & = joins results of further samples. How the source made its calls: active means growth percent below 10; inactive means the rest.

Start of the listing, in advance:
SMILES	CCRF-CEM	RPMI-8226	EKVX	A549/ATCC	HOP-92	M14	UACC-62	HOP-62
N#C/C(=C\c1cn(-c2ccccc2)nc1-c1ccccc1)c1nc2ccccc2c(=O)[nH]1	67	95	96	90	98	100	86	93
O=C(O)c1ccc(NC(=S)NC(=O)c2ccccc2)cc1	110	105	64	86	82	85	61	92
CCS(=O)(=O)OCCCl	85	120	105	.	.	116	101	108
O=C1CSC(c2ccccc2Cl)N1Cc1ccc2c(c1)OCO2 (configuration not stated)	122	101	92	99	.	106	89	107
CC(=O)[C@@]1(O)CC[C@H]2[C@@H]3CC[C@@]4(C)C[C@@H](O)CC[C@]4(C)[C@H]3C(=O)C[C@@H]21	97	97	107	92	81	100	100	92

The whole of this part (from the top)
SMILES	CCRF-CEM	RPMI-8226	EKVX	A549/ATCC	HOP-92	M14	UACC-62	HOP-62
N#C/C(=C\c1cn(-c2ccccc2)nc1-c1ccccc1)c1nc2ccccc2c(=O)[nH]1	67	95	96	90	98	100	86	93
O=C(O)c1ccc(NC(=S)NC(=O)c2ccccc2)cc1	110	105	64	86	82	85	61	92
CCS(=O)(=O)OCCCl	85	120	105	.	.	116	101	108
O=C1CSC(c2ccccc2Cl)N1Cc1ccc2c(c1)OCO2 (configuration not stated)	122	101	92	99	.	106	89	107
CC(=O)[C@@]1(O)CC[C@H]2[C@@H]3CC[C@@]4(C)C[C@@H](O)CC[C@]4(C)[C@H]3C(=O)C[C@@H]21	97	97	107	92	81	100	100	92
CC(CO)NC(Cc1ccccc1)c1ccccc1 (configuration not stated)	112	101	97	106	93	84	92	97
O=S(=O)(O)c1cc(I)c(O)c(I)c1	99	97	101	100	82	93	98	86
Clc1ncnc2nc[nH]c12	103	89	101	101	69	98	91	84
O=C1c2cccnc2C(=O)c2c1c(C(=O)OCCCN1CCOCC1)c1ccccn21	-5.9*	-17*	20	-25*	-21*	-81*	-41*	-26*
COc1cc(OC)cc(C(=O)C[n+]2ccc(/C=C/c3ccncc3)cc2)c1	95	92	87	99	71	93	90	104
COc1ccc(S(=O)(=O)N(C)c2oc(-c3ccc(Cl)cc3)nc2C#N)cc1	72	70	87	87	77	54	59	83
Cn1c(NCCc2ccc(O)c(O)c2)nc2c1c(=O)n(Cc1ccc(Cl)cc1)c(=O)n2C	13	38	85	104	47	79	83	88
CC1=C(C)C[C@]2(Cc3ccc(C)cc3C2=O)S(=O)C1 (some centres not stated)	66	21	.	83	49	77	67	88
COc1ccc2oc(=O)cc(Cn3cc(Cn4c(C)cc(=O)n(Cc5cn(Cc6cc(=O)oc7ccc(OC)cc67)nn5)c4=O)nn3)c2c1	101	104	101	107	108	104	95	105
Nc1nc2c(c3ncccc13)C(c1cccc(Br)c1)Cc1ncccc1-2 (configuration not stated)	8.8*	34	41	9.9*	67	11	27	20
COc1ccc(Nc2nc(C)c(/C(C)=N\NC(=S)NC3CCCCC3)s2)cc1	85	63	77	62	90	83	66	100
COc1cc(C=O)cc(C=O)c1O	93&46	97&72	93&105	78&100	95&62	71&44	78&97	89&82
FC(F)(F)c1nnc2n1N=C(c1ccccc1)C2	101	99	88	95	90	97	88	90
O=C(/C=C/c1coc(-c2ccc(Cl)cc2)n1)c1ccc(F)cc1	94	86	99	86	94	99	90	92
CCOc1cccc(-c2cnnn2-c2nonc2N)c1	93	86	107	95	102	104	104	93
CC(O)COc1ccc(Cl)cc1 (configuration not stated)	99	103	.	98	98	100	117	94
COc1ccc(-c2nc3ccccc3n2CC(=O)N=Nc2c(O)[nH]c3ccc(Br)cc23)cc1	67	79	85	98	80	77	72	70
O=c1oc2ccccc2cc1-c1ccccc1	101	122	109	95	121	104	97	126
CC1=C(C(=O)OC(C)C)C(c2cccc(C#N)c2)C(C(=O)OC(C)C)=C(C)N1	98	83	90	88	.	94	86	103
C=C[C@]1(C)C=C2CC[C@@H]3[C@](C)(CCC[C@@]3(C)C(=O)O)[C@H]2CC1	90	89	108	108	100	103	99	99
NC(=O)c1ccc(NC(=O)c2cc3ccccc3o2)cc1	102	95	88	101	94	106	99	102
CCOC(=O)N/N=C/c1ccccc1	101	100	100	98	105	97	109	89
ClCc1ccccc1CSc1ncnc2c1ncn2Cc1ccccc1CCl	.	66	105	96	.	91	84	146
O=C(Nc1ccc(Cl)cc1F)c1cc(Br)ccc1O	15	-14*	9.2*	7.6*	-13*	8.9*	-22*	1.8*
COc1cc(/C=C/c2nnc(-c3cc(-c4ccc(Cl)c(Cl)c4)n[nH]3)o2)cc(OC)c1OC	98	110	107	99	.	107	105	112

Looked up one by one from the entries so far:
SMILES	CCRF-CEM	RPMI-8226	EKVX	A549/ATCC	HOP-92	M14	UACC-62	HOP-62
Cn1c(NCCc2ccc(O)c(O)c2)nc2c1c(=O)n(Cc1ccc(Cl)cc1)c(=O)n2C	13	38	85	104	47	79	83	88
O=C1c2cccnc2C(=O)c2c1c(C(=O)OCCCN1CCOCC1)c1ccccn21	-5.9*	-17*	20	-25*	-21*	-81*	-41*	-26*
COc1ccc2oc(=O)cc(Cn3cc(Cn4c(C)cc(=O)n(Cc5cn(Cc6cc(=O)oc7ccc(OC)cc67)nn5)c4=O)nn3)c2c1	101	104	101	107	108	104	95	105
O=C1CSC(c2ccccc2Cl)N1Cc1ccc2c(c1)OCO2 (configuration not stated)	122	101	92	99	.	106	89	107
NC(=O)c1ccc(NC(=O)c2cc3ccccc3o2)cc1	102	95	88	101	94	106	99	102
FC(F)(F)c1nnc2n1N=C(c1ccccc1)C2	101	99	88	95	90	97	88	90
C=C[C@]1(C)C=C2CC[C@@H]3[C@](C)(CCC[C@@]3(C)C(=O)O)[C@H]2CC1	90	89	108	108	100	103	99	99

Further entries follow:
SMILES	CCRF-CEM	RPMI-8226	EKVX	A549/ATCC	HOP-92	M14	UACC-62	HOP-62
COC(=O)[C@H](Cc1ccccc1)NC(=O)[C@@H](CC(C)C)N1CC=CCN(Cc2ccccc2)S1(=O)=O	109	108	95	92	131	100	94	101
Cc1cc(Cc2ccc(N=C=O)c(C)c2)ccc1N=C=O	101	97	102	88	.	115	95	94
CCCCN(CCCC)CCCCOC	101	98	119	112	79	108	99	108
O=C(Nn1c2c(sc1=Nc1ccccc1)C(=O)c1ccccc1C2=O)c1cc2ccc1CCc1ccc(cc1)CC2	80	75	70	64	107	4.1*	71	66
C/C(=N\Nc1ccc(C(=O)O)cc1)c1cnn(-c2cc(=O)[nH]c3ccccc23)c1C	100	99	97	103	20	91	94	91
Cc1ccc(/C=C2\C(=O)N(C)c3ccc(-c4ccccc4)cc32)s1	104	.	78	97	77	88	73	86
O=C(O)c1cn(C2CC2)c2cc(N3CCN(C(=O)/C=C/c4ccc(Cl)cc4)CC3)c(F)cc2c1=O	65	71	80	77	57	83	62	81
CCOC(=O)c1cnn(CC(O)CC)c1NC(=O)NCc1cccc(C(F)(F)F)c1 (configuration not stated)	94	83	89	79	90	90	90	94
CCOC(=O)Nc1cccc([N+](=O)[O-])c1	85	89	93	98	51	107	99	98
COc1cc(-c2nnc(CNc3ccc(F)c(Cl)c3)o2)ccc1O	85	106	114	91	109	106	99	101
CCn1cc(-c2cnc3nonc3n2)cn1	71	87	109	99	81	94	91	87
Oc1ccccc1/C=N\c1nccs1	98	99	.	98	81	107	100	79
C=CCn1c(C)nc2ccc(Nc3nc(Nc4ccc(F)cc4)nc4ccccc34)cc21	22	.	.	52	-0.4*	45	63	76
CCOC(=O)CC1=CCc2c1ccc(OC)c2OC	105	112	115	92	107	116	107	113
O=c1c(-c2nc(=S)[nH][nH]2)cnc2nc[nH]n12	102	104	102	106	94	100	96	112
Oc1c(Br)cc(Br)c2ccc(Cn3cc(-c4ccccc4C(F)(F)F)nn3)nc12	29	45	95	100	89	95	96	103
CCCn1ccc(-n2nnc(C(=O)OCC)c2N)n1	103	103	97	89	110	98	106	99
Cc1ccc(C2CC(c3cccc(Nc4ccncc4)c3)=Nc3c(N)nc(N)nc3N2)cc1 (configuration not stated)	34	45	60	28	50	42	78	86
O=C(O)c1ccc(NC2=C(I)C(=O)c3ncccc3C2=O)cc1	110	104	108	110	107	114	102	110
Cc1nn(C)c2ncnc(Nc3ccc(Cl)cc3)c12	86	101	79	99	95	106	99	94
CCOC(=O)c1ccc(NCn2nc(-c3cc(-c4ccccc4)nc4ccccc34)n(-c3ccccc3)c2=S)cc1	105	116	107	98	117	105	81	100
CCCCN(CCCC)CCCCCCCN1CCCc2cc(OC)ccc21	76	68	73	90	.	84	88	83
O=C(NCc1ccc2c(c1)OCO2)NCC1CCCC(CNC(=O)NCc2ccc3c(c2)OCO3)C1 (configuration not stated)	85	102	106	97	103	109	96	102
CC(=O)Nc1ccc(S(=O)(=O)c2ccc([N+](=O)[O-])cc2)cc1	70	82	103	80	104	92	86	97
O=C(Nc1ccccc1)Oc1ccccc1-c1ccccc1	96	97	96	74	95	85	93	75
O=C(O)C(c1ccccc1)C(Cc1ccccc1)c1ccccc1 (configuration not stated)	104	104	102	102	99	98	106	103
Clc1ccc(CSc2ccc(Cl)cc2)cc1	86	89	99	90	81	98	101	86
COc1cc(NC(=O)c2cc(O)c(C/C=C(\C)CCC=C(C)C)c(O)c2)cc2c1O[C@]1(C)CC[C@@H](O)C(C)(C)[C@H]1C2	6.2*	-30*	26	14	-9.2*	-15*	-4.9*	12
COc1ccc(/C=C2\COc3ccc(O)c(O)c3C2=O)c(OC)c1	4.2*	.	85	63	91	.	48	73
CC1(C)OC2C(CO[Si](C)(C)C(C)(C)C)OC(n3c(I)c(C#C[Si](C)(C)C)c(=O)[nH]c3=O)C2O1 (configuration not stated)	.	-12*	109	95	99	106	93	99

Additional results:
SMILES	CCRF-CEM	RPMI-8226	EKVX	A549/ATCC	HOP-92	M14	UACC-62	HOP-62
O=C1/C(=C2\SC(=S)N(c3ccc(F)cc3)C2=O)SC(=S)N1c1ccc(F)cc1	101	107	.	96	106	105	92	98
CC1(C)N=C(N)N=C(N)N1c1ccc(OCC(=O)N2CCOCC2)cc1	95	103	119	81	114	111	110	98
O=C(/C=C/c1cn(Cc2ccc(Cl)cc2)c2ccccc12)c1ccc(F)cc1	71	74	89	66	92	86	21	64
O=C(O)C(C=C(Cl)Cl)N1CCOCC1 (configuration not stated)	104	97	118	.	69	107	100	.
Oc1ccc(-c2ccccc2)cc1Br	95	113	104	.	99	105	94	104
CC1=C2C3OC(=O)C(C)C3CCC2(C)C=C(Cl)C1=O (configuration not stated)	100	107	111	100	106	119	98	88
CCN(CC)c1ccc2c(C)cc(=O)oc2c1	113	120	89	95	86	108	102	89
CCOC(=O)c1ccc(NC(=O)CSc2nc3ccccc3c(=O)n2CCc2ccccc2)cc1	.	.	66	74	.	77	71	55
Cc1ccc2[nH]c(O)c(N=NC(=O)Cc3c[nH]c4ccccc34)c2c1	97	94	83	96	82	94	84	83
BrC1(Br)CC1c1ccccc1 (configuration not stated)	99	102	.	107	99	100	112	94
C=C(C)CNC(=O)OC(C)C	.	106	.	100	89	100	104	107
Cc1cc(=O)c(C(=O)O)c(C)n1-c1ccccc1	114	117	94	115	93	91	105	100
S=c1[nH]c2ccccc2c2[nH]c3ccccc3c12	110	111	93	105	98	105	95	99
CN(C)CCOC(=O)Oc1c(Cl)cc(Cl)c(Cl)c1[N+](=O)[O-]	92	95	101	84	93	105	106	92
N#Cc1ccc(-c2nn(-c3ccc(C(=O)O)cc3)cc2CNc2ccc(Br)cc2)cc1	60	54	49	67	100	66	49	59
CCN(CC)S(=O)(=O)c1ccc(-c2nc(C(Cl)Cl)nc3cc(-c4ccc(C)cc4)nn23)cc1	79	101	106	95	106	101	93	108
COc1cc(-c2nc(SCCCCC(=O)NO)[nH]c(=O)c2C#N)cc(OC)c1OC	96	108	106	91	153	48	65	53
CCOc1ccc2nc(NCc3ccncc3)sc2c1	102	.	100	100	96	100	86	93
Cc1c(C(=O)/C=C/c2ccc(N(C)C)cc2)nnn1-c1ccc(F)cc1	96	90	94	96	84	96	90	103
COc1ccc(/C=C2\Oc3cc(OCCN4CCCC4)ccc3C2=O)cc1	91	94	102	97	93	97	101	102
NS(=O)(=O)c1ccc(C(=O)O)cc1	85	100	97	102	.	102	105	104
Cn1[nH]c(=O)[nH]c1=O	97	105	.	103	.	105	106	98
C=C[C@H]1[C@H](O[C@@H]2OC(CO)[C@@H](O)[C@H](O)C2OC(=O)c2c(O)cc(O)cc2-c2cccc(O)c2)OC=C2C(=O)OCC[C@H]21 (some centres not stated)	106	106	94	95	132	101	98	94
CCOC(=O)C1CCc2ccccc2C1=O (configuration not stated)	47	110	99	115	97	93	111	103
S=c1nc2c(c(-c3ccccc3)c(-c3ccccc3)n2C2CCCCC2)c2n1CCN2	104	97	89	106	100	107	81	97
COc1cc2nc(-c3ccc(-n4cncc4-c4ccc(N)cc4)cc3)sc2c(OC)c1OC	53	64	58	53	.	55	54	96
O=C(NCc1cccnc1)/C(=C\c1ccc(Br)cc1)S(=O)(=O)c1ccccc1	25	27	11	-3.5*	-2.4*	-41*	-31*	-34*
CC1(C)CC[C@]2(C(=O)NCCCNCCCCNCCCN)CC[C@]3(C)C(=CC[C@@H]4[C@@]5(C)Cc6c([nH]c7ccccc67)C(C)(C)[C@@H]5CC[C@]43C)[C@H]2C1	64	68	91	87	60	60	116	85
NS(=O)(=O)c1ccc(NC(=S)Nc2ccc(S(=O)(=O)Nc3nccs3)cc2)cc1	.	103	.	99	88	111	103	94
O=C(NCC(O)CNC(=O)Nc1ccc(C2=NCC(O)CN2)cc1)Nc1ccc(C2=NCC(O)CN2)cc1 (configuration not stated)	94	104	.	102	84	104	101	105
